Screening data deposited in PubChem by NCI.
NCI-60 one-dose screen, 48 h, at 10 µM unless noted. Numbers give growth in % (100 = growth as untreated, 0 = no growth, -100 = all killed).
CAKI-1 = CAKI-1 renal cancer | 75,000 compounds, 4.7% hits | AID 1794772
RXF 393 = RXF 393 renal cancer cells. 77,000 compounds, 6.9% hits
SN12C = SN12C renal cancer cells; 81,000 compounds, 3.8% hits
DU-145 = DU-145 prostate cancer; 81,000 compounds, 4.2% hits; AID 1794760
TK-10 = TK-10 renal cancer cells; AID 1794769; 81,000 compounds, 3.9% hits
A498 = A498 renal cancer cells; AID 1794774; 76,000 compounds, 5.4% hits
ACHN = ACHN renal cancer. 81,000 compounds, 4.9% hits
UO-31 = UO-31 renal cancer. 81,000 compounds, 5.2% hits
786-0 = 786-0 renal cancer cells; AID 1794775; 81,000 compounds, 5.1% hits
* = called active by the depositor; / = not tested or not shown; & = joins results of further samples; [ ] = another dose, or the depositor's remark. How the source made its calls: active means growth percent below 10; inactive means the rest.

#1 Cc1ccc(C)c(NC2=CC(=O)C(=O)c3ccccc32)c1
#2 OCCCNc1nc2nonc2nc1Nc1ccccc1
#3 Cc1c(C(=O)C(SC(=S)N2CCN(C(=O)OC(C)(C)C)CC2)SC(=S)N2CCN(C(=O)OC(C)(C)C)CC2)nnn1-c1ccc([N+](=O)[O-])cc1
#4 CC(C)CC(C)(C[N+](=O)[O-])C[N+](=O)[O-]
#5 O=C(COC(=O)c1ccc(Br)o1)Nc1nc(-c2ccccc2)cs1
#6 COc1cc2c(c(OC)c1O)C(=O)C(OC)C(c1ccc(O)c(O)c1)O2 (stereo not given)

assay / entry	1	2	3	4	5	6
CAKI-1	88	86	105	95	118	28
RXF 393	96	105	114	110	100	17
SN12C	92	94	94	102	117	27
DU-145	96	106	112	116	117	5.5*
TK-10	115	114	109	109	103	66
A498	105	56	135	110	/	-18*
ACHN	76	99	102	100	98	22
UO-31	47	78	78	101	87	45
786-0	101	100	100	106	99	17

4 compounds picked at random from the list so far:
#6 COc1cc2c(c(OC)c1O)C(=O)C(OC)C(c1ccc(O)c(O)c1)O2 (stereo not given)
#1 Cc1ccc(C)c(NC2=CC(=O)C(=O)c3ccccc32)c1
#4 CC(C)CC(C)(C[N+](=O)[O-])C[N+](=O)[O-]
#5 O=C(COC(=O)c1ccc(Br)o1)Nc1nc(-c2ccccc2)cs1

assay / entry	6	1	4	5
CAKI-1	28	88	95	118
RXF 393	17	96	110	100
SN12C	27	92	102	117
DU-145	5.5*	96	116	117
TK-10	66	115	109	103
A498	-18*	105	110	/
ACHN	22	76	100	98
UO-31	45	47	101	87
786-0	17	101	106	99

Results in A498, UO-31 and SN12C, for some of the entries so far:
no. | Molecule | A498 | UO-31 | SN12C
3 | Cc1c(C(=O)C(SC(=S)N2CCN(C(=O)OC(C)(C)C)CC2)SC(=S)N2CCN(C(=O)OC(C)(C)C)CC2)nnn1-c1ccc([N+](=O)[O-])cc1 | 135 | 78 | 94
4 | CC(C)CC(C)(C[N+](=O)[O-])C[N+](=O)[O-] | 110 | 101 | 102

(continued)
#7 O=NN(CCCl)C(=O)Nc1c[nH]c(=O)[nH]c1=O
#8 CC(=O)Nc1ccc(S(=O)(=O)N=[N+]=[N-])cc1
#9 O=C(Nc1ncc(Cc2ccccc2)s1)c1ccc2c(c1)OCCO2
#10 Cc1cccc2c1C(=O)NC2=O
#11 Cn1c(N2CCCCC2)nc(-c2ccco2)c(C#N)c1=O
#12 COc1ccc2nc(SCC(=O)Nc3ccccc3C)[nH]c2c1

assay / entry	7	8	9	10	11	12
CAKI-1	/	94	17	104	93	88
RXF 393	105	105	10	104	93	105
SN12C	100	101	35	109	136	95
DU-145	126	108	15	104	113	105
TK-10	106	108	39	/	119	105
A498	/	180	2.8*	/	108	-42*
ACHN	90	89	27	105	92	94
UO-31	91	80	47	97	71	74
786-0	109	102	33	99	125	100

#13 O=C(NCCCNc1nccc(-c2c(-c3cccc(F)c3)nc3sccn23)n1)c1ccc(C(F)(F)F)cc1
#14 COc1ccc(C(=O)c2c(C(=O)O)ccc3ccccc23)cc1
#15 CC[C@H](CC[C@@H](C)[C@H]1CC[C@H]2[C@@H]3CC(=O)C4=CC(=O)/C(=C/c5ccc([N+](=O)[O-])cc5)C[C@]4(C)[C@H]3CC[C@]12C)C(C)C
#16 CC(CNC(Cc1ccccc1)c1ccccc1)NC(Cc1ccccc1)c1ccccc1 (stereo not given)
#17 COc1cccc(C(=O)OCC(O)C(=O)NC23CC4CC(CC(C4)C2)C3)c1 (stereo not given)
#18 CC(=O)Nc1ccc(F)cc1

assay / entry	13	14	15	16	17	18
CAKI-1	62	96	91	16	100	96
RXF 393	75	104	120	44	109	95
SN12C	80	100	98	/	96	103
DU-145	81	115	104	21	106	98
TK-10	74	107	104	61	96	102
A498	/	96	108	74	97	104
ACHN	64	98	94	48	97	111
UO-31	35	86	80	38	87	97
786-0	59	112	99	50	101	95

#19 Cc1nc2ccccc2nc1SCc1nnc(Nc2ccc(Cl)cc2)o1
#20 COc1ccc([C@H]2[C@H](C(=O)Nc3cc(Br)ccn3)c3ccccc3C(=O)N2c2ccccc2)cc1
#21 CCN1CCN(C(=O)[C@]2(C)CC[C@]3(C)CC[C@]4(C)C(=CC(=O)[C@@H]5[C@@]6(C)CCC(=O)C(C)(C)[C@@H]6CC[C@]54C)[C@@H]3C2)CC1
#22 N#Cc1nc(Cc2cccc3ccccc23)oc1N1CCN(C(c2ccccc2)c2ccccc2)CC1
#23 O=c1[nH]c2ccc(Cl)cc2cc1CSc1ccc(Nc2nccc(-c3ccc(Cl)cc3)n2)cc1
#24 CN1Cc2cccc(N3CCNCC3)c2C[C@@H]1CN(C)[C@H]1CCCc2cccnc21

assay / entry	19	20	21	22	23	24
CAKI-1	87	88	53	106	85	88
RXF 393	68	93	81	119	/	105
SN12C	48	/	57	101	73	97
DU-145	81	103	71	109	4.8*	110
TK-10	111	100	99	131	36	102
A498	57	64	56	99	118	137
ACHN	66	95	84	94	83	97
UO-31	63	93	79	80	90	84
786-0	87	88	73	115	75	/

#25 CC/C=C\C[C@H](O)C/C=C1/C(=O)C(Cl)=C[C@@H]1C/C=C\CCCC(=O)O
#26 COC(=O)c1nccnc1N
#27 Cn1cc(-c2nc(-c3ccsc3)cs2)c2cccnc21
#28 O=C1Nc2ccc(Cl)cc2C12Nc1cc(Cl)ccc1S2 (stereo not given)
#29 O/N=C(/CSc1n[nH]c(-c2ccncc2)n1)c1ccc(Cl)cc1
#30 Nc1cccc2cccc(N)c12

assay / entry	25	26	27	28	29	30
CAKI-1	79	99&96	115	112	92	98&86
RXF 393	64	94&96	101	-8.2*	101	108&117
SN12C	23	104&95	101	90	92	90&93
DU-145	76	116&113	104	97	107	108&113
TK-10	79	109&105	142	111	105	64&110
A498	134	98&99	/	118	55	120&96
ACHN	45	107&114	96	104	102	88&89
UO-31	64	99&105	69	57	86	65&74
786-0	75	103&101	109	89	96	102&100

#31 O=C1/C(=N\c2nnc(-c3ccc(Cl)cc3)s2)c2ccccc2N1Cc1ccccc1
#32 O=C(C[n+]1cccc2ccccc21)c1ccc(F)cc1
#33 CN(C)Cc1ccccc1O
#34 C=C(C)[C@@H]1CC[C@]2(C(=O)O)CC[C@]3(C)[C@H](CC[C@@H]4[C@@]5(C)C[C@@H](Cc6cn([C@H]7C[C@H](n8cc(C)c(=O)[nH]c8=O)O[C@@H]7CO)nn6)[C@H](OC(=O)CC(C)(C)C(=O)O)C(C)(C)[C@@H]5CC[C@]43C)[C@@H]12
#35 Cc1c(C)c2c(c(C)c1OCC(=O)O)CC[C@@](C)(CCC[C@@H](C)CCC[C@@H](C)CCCC(C)C)O2
#36 C=Cc1ccc(CC)cn1

assay / entry	31	32	33	34	35	36
CAKI-1	92	97	105	85	7.9*[50 µM]	103
RXF 393	107	/	96	100	-35*[50 µM]	69
SN12C	88	101	99	95	-32*[50 µM]	109
DU-145	118	114	109	113	7.0*[50 µM]	115
TK-10	95	103	105	101	-0.1*[50 µM]	146
A498	115	/	118	88	-38*[50 µM]	161
ACHN	97	97	99	96	-32*[50 µM]	143
UO-31	90	86	76	70	33[50 µM]	71
786-0	97	99	100	93	-46*[50 µM]	95

#37 N#Cc1cccc(COc2ccc(-c3cc(CN4CCN(Cc5ccc(C(F)(F)F)cc5)CC4)no3)cc2F)c1
#38 CCCC(=O)OCCOc1ccccc1
#39 NC(=O)C[n+]1cccc2c3ccccc3ccc21
#40 COc1c(C(=O)Nc2ccccc2)cc(S(=O)(=O)N2CCCCC2)c(OC)c1OC
#41 Cn1cc(-c2nc(-c3cn(C)c4ncccc34)cs2)c2ccccc21
#42 CCOC(=O)c1c(OC)ccc2ccccc12

assay / entry	37	38	39	40	41	42
CAKI-1	80	96	90	87	28	108
RXF 393	105	93	99	80	36	109
SN12C	84	97	102	92	53	110
DU-145	93	113	119	110	59	122
TK-10	83	97	111	92	50	92
A498	90	102	111	86	45	108
ACHN	77	106	105	93	50	104
UO-31	72	88	79	80	62	85
786-0	92	98	118	87	39	114

#43 COC(=O)Nc1nc2ccc(C(=O)c3cccs3)cc2[nH]1
#44 COc1cc(-c2nn(-c3ccc(NC(=O)c4ccc(Cl)c(Cl)c4)cc3)cc2-c2ccncc2)ccc1Cl
#45 COc1ccc2c(c1)CC[C@@H]1[C@@H]2CC[C@]2(C)[C@H](O)[C@H](O)C[C@@H]12
#46 COc1ccc(C2C=C(c3ccc(Cl)cc3)N=C3SC=CN32)cc1 (stereo not given)
#47 C[C@H]1[C@H](C)CC[C@]2(C(=O)NCC#CCN3CCN(C)CC3)CC[C@]3(C)C(=CC[C@@H]4[C@@]5(C)Cc6c([nH]c7ccccc67)C(C)(C)[C@@H]5CC[C@]43C)[C@H]12
#48 CCOc1ccc(N2C(=O)N(c3ccc(OC)cc3)C(=O)C2=S)cc1

assay / entry	43	44	45	46	47	48
CAKI-1	20	44	/	101	92	93
RXF 393	45	-55*	88	122	85	102
SN12C	30	79	105	114	81	95
DU-145	-1.6*	82	125	129	73	106
TK-10	62	17	110	118	89	100
A498	-1.6*	81	/	104	/	99
ACHN	40	74	100	107	96	91
UO-31	49	36	98	88	68	80
786-0	19	-35*	108	98	67	97

Overlap with the part before: two compounds, followed by the next part.
#47 C[C@H]1[C@H](C)CC[C@]2(C(=O)NCC#CCN3CCN(C)CC3)CC[C@]3(C)C(=CC[C@@H]4[C@@]5(C)Cc6c([nH]c7ccccc67)C(C)(C)[C@@H]5CC[C@]43C)[C@H]12
#48 CCOc1ccc(N2C(=O)N(c3ccc(OC)cc3)C(=O)C2=S)cc1
#49 O=C1CN(/N=C/c2ccc(-c3ccc([N+](=O)[O-])cc3)o2)C(=O)N1
#50 COc1ccc(/C=C/C(C)=N/OCC(=O)O)cc1
#51 CC1CCC2CC(=O)NC(=O)CC12 (stereo not given)
#52 Fc1ccc(/C(=N\c2nnc(-c3ccc(Cl)cc3)s2)c2ccccc2)cc1
#53 CCCCNC(=S)Nc1ccc(OCc2nc3ccc(Cl)cc3[nH]2)cc1
#54 CCNc1nc2c(cnn2C)c(=O)[nH]1

assay / entry	47	48	49	50	51	52	53	54
CAKI-1	92	93	90	106	112	92	22	94
RXF 393	85	102	/	101	106	107	-1.7*	95
SN12C	81	95	/	105	107	86	19	103
DU-145	73	106	118	104	113	118	26	113
TK-10	89	100	/	88	99	110	37	104
A498	/	99	89	73	75	90	90	97
ACHN	96	91	/	106	100	107	5.0*	107
UO-31	68	80	71	96	107	83	6.0*	86
786-0	67	97	91	98	106	96	31	101

#55 O=C(/C(=C/c1ccc(F)cc1)c1ccccc1)c1ccccc1
#56 COC(=O)Cc1cc(O)cc2oc(-c3ccc(OC)cc3)cc(=O)c12
#57 O=C(NCc1ccco1)C(=O)N/N=C/c1ccccc1O
#58 c1ccc(Nc2c(-c3c[nH]c4ccccc34)nc3sc4ccccc4n23)cc1
#59 Cc1nc2c(c3nnc(-c4ccc(Cl)cc4)n13)CC(C)c1ccccc1N2C (stereo not given)
#60 NS(=O)(=O)c1ccc(N=Nc2c(O)n(Cc3ccccc3)c3ccccc23)cc1

assay / entry	55	56	57	58	59	60
CAKI-1	102	80	49	76	82	80
RXF 393	/	113	102	105	111	90
SN12C	91	102	83	93	85	83
DU-145	104	98	70	106	86	91
TK-10	/	101	83	128	90	82
A498	113	106	96	116	97	90
ACHN	94	92	59	96	76	86
UO-31	72	87	33	73	54	62
786-0	93	77	85	106	94	79

#61 O=C1CCCCC=C1C[N+](=O)[O-]
#62 COc1ccc(-c2nc(C(=O)Nc3cc(F)cc(F)c3)nn2-c2cccc3ccccc23)cc1OC
#63 CCC(=O)N1N=C(c2ccc(-n3ccc(C(F)(F)F)n3)cc2)CC1c1ccc[nH]1 (stereo not given)
#64 CCN(CC)c1ccc(\C=N/N=C(N)/C(N)=N\N=C/c2ccc(N(CC)CC)cc2)cc1
#65 CCN(CC)CCCC(C)Nc1cnc(C(=O)Nc2ccc(Cl)c3cccnc23)cn1 (stereo not given)
#66 O=C(CCc1nnc(-c2ccc(O)cc2)o1)c1nc2ccccc2[nH]1
#67 C[C@]12CC[C@@H]3c4ccc(O)c([N+](=O)[O-])c4CC[C@H]3[C@@H]1CCC2=O
#68 NS(=O)(=O)c1ccc(NC(=O)Nc2nc(-c3ccc(F)cc3)cs2)cc1
#69 CSc1nc(Nc2ccc(S(N)(=O)=O)cc2)c(C#N)c(-c2cccc([N+](=O)[O-])c2)n1

assay / entry	61	62	63	64	65	66	67	68	69
CAKI-1	76	65	88	89	23	102	73	104	85
RXF 393	/	101	107	109	19	128	97	86	98
SN12C	96	83	101	105	32	99	101	92	97
DU-145	106	109	105	110	53	137	117	94	95
TK-10	107	101	94	113	58	/	89	104	107
A498	117	95	/	102	54	100	141	75	57
ACHN	76	78	99	96	-55*	102	94	104	94
UO-31	54	38	95	83	24	76	81	93	84
786-0	102	84	95	113	-44*	101	90	92	98

Not a hit list, and some 11% of all compounds hit somewhere here.
